Screening data from PubChem.
HP1b binding inh: HTS for Inhibitors of HP1-beta Chromodomain Interactions with Methylated Histone Tails. Chromobox protein homolog 1 (Homo sapiens), P83916. AlphaScreen HP1-beta / biotin-H3K9me3 peptide binding. Potency, µM (series often up to 114 µM), for inactives: top-dose activity change, negative = inhibition, hits mostly inhibitors. 0.56% of 390,000 active. AID 540317, 2011; note: nearly all actives have a fitted effect of over 70% in size; inactives centre near 23
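HP1-beta protein (50 nM final) preincubated 30 min at room temperature with biotinylated H3(1-18)K9me3 peptide (50 nM) in PBS pH 7.4, 0.01% Tween-20, then compound added for 30 min. AlphaScreen streptavidin donor/nickel chelate acceptor beads (10 ug/mL final), 30 min dark, luminescence read.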
JMJD2A Tudor inh: qHTS Assay for Inhibitors of JMJD2A-Tudor Domain; Lysine-specific demethylase 4A (Homo sapiens), O75164; AlphaScreen JMJD2A-Tudor / H3K4me3 peptide binding; Potency, µM (titrated, usually from 114 µM), for inactives: at the top dose activity change, negative = inhibition, hits mostly inhibitors; 4.4% of 390,000 active; note: % is set by controls: 0 for no effect and ±100 for the full control effect; nearly all actives have a fitted effect of over 50% in size
BLM inh: qHTS Assay for Inhibitors of Bloom's syndrome helicase (BLM); RecQ-like DNA helicase BLM (Homo sapiens), P54132; 0.2% of 350,000 active; recombinant BLM DNA unwinding, fluorescence dequenching; AID 2528, 2010; Potency, µM (top dose mostly 56.1 µM), for the others: top-dose activity change, negative = inhibition, hits mostly inhibitors;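 note: plate controls were vehicle for no effect and no enzyme for full effect; nearly all actives have a fitted effect of over 35% in size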
GLS inhibitor: qHTS for Inhibitors of Glutaminase (GLS) | GLS enzymatic activity, qHTS titration | Potency, µM (series often up to 45.5 µM), for the others: at the highest dose activity change, negative = inhibition, usual class: inhibitors | 0.21% of 410,000 active; note: % is set by controls: 0 for no effect and ±100 for the full control effect
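Enzyme dispensed in phosphate buffer (45 mM, pH 8.2, 0.02% Tween-20), compounds pinned in, then 1 mM L-glutamine solution and the glutamate oxidase–HRP–Amplex Red mix added; fluorescence read immediately and again after 30 min at room temperature.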
Pin1 inhibitor: qHTS Assay to Find Inhibitors of Pin1; Pin1 FP peptide displacement, HiFluor488, 10 min; Potency, µM (titrated, usually from 115 µM), inactives show top-dose activity, negative = inhibition, usual class: inhibitors; 0.009% of 390,000 active; AID 504891, 2011; active = well fitted inhibition curve with a large enough effect in the polarisation, with a control signal flat, not every such curve was filed as active; inconclusive = small, poorly fitted or top-dose-only effect, or effect the other way, or a change in a side signal; inactive = no such curve, though single readings can be large or run the other way; the % refers to the polarisation; note: % is set by controls: 0 for no effect and ±100 for the full control effect
Target sequence (Q13526 whole entry, looked up): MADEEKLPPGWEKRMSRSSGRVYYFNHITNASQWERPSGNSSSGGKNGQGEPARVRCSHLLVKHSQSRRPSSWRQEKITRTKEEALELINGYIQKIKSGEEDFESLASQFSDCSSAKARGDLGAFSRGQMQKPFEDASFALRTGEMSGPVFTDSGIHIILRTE
BAZ2B block: qHTS Assay for Inhibitors of BAZ2B; AlphaScreen BAZ2B-H3K14Ac peptide displacement; 4.4% of 360,000 active; Potency, µM (highest dose often 114 µM), for inactives: at the highest dose activity change, negative = inhibition, actives largely listed as inhibitors; Bromodomain adjacent to zinc finger domain protein 2B (Homo sapiens), Q9UIF8; note: % is set by controls: 0 for no effect and ±100 for the full control effect; nearly all actives have a fitted effect of over 60% in size
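BAZ2B (50 nM) with biotin-H3(5-23)K14Ac peptide (50 nM) in PBS pH 7.4, 0.01% Tween-20, preformed 30 min, then compound 30 min at room temperature; top concentration 110uM. AlphaScreen streptavidin donor/nickel chelate acceptor beads (10 ug/mL final), 20 min dark, signal read.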
G9a block: qHTS Assay for Inhibitors of Histone Lysine Methyltransferase G9a; Histone-lysine N-methyltransferase EHMT2 (Homo sapiens), Q96KQ7; G9a H3K9 monomethylation, AlphaScreen, 2 h; Potency, µM (series often up to 102 µM), inactives show at the top dose activity, negative = inhibition, hits mostly inhibitors; AID 504332, 2011; 8.8% of 350,000 active; note: % is set by controls: 0 for no effect and ±100 for the full control effect; nearly all actives have a fitted effect of over 75% in size
Target sequence (Q96KQ7 913-1193 limits assumed): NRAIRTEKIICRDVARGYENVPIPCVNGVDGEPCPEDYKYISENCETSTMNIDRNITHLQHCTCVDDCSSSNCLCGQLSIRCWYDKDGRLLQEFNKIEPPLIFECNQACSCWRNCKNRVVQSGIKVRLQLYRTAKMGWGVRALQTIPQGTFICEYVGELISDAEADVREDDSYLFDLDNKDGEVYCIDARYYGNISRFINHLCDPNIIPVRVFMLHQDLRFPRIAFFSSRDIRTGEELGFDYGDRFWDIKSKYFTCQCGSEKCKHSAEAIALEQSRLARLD
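Quantitative HTS format: methyltransferase activity on a biotin-tagged H3K9 peptide is measured by AlphaScreen, using a rabbit anti-monomethyl-H3K9 antibody with streptavidin donor and anti-IgG acceptor beads. Final levels are 20 nM enzyme, 500 nM peptide, 20 uM SAM; 2 h RT.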
POLI inh: qHTS for Inhibitors of Polymerase Iota; DNA polymerase iota (Homo sapiens), Q9UNA4; Pol iota fluorescent replication assay, 10 min; Potency, µM (titrated, usually from 115 µM), inactives show at the highest dose activity, negative = inhibition, most hits filed as inhibitors; 1% of 390,000 active
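Pol iota at 10 nM preincubated 15 min with compounds at room temperature; reaction started with fluorescent substrate, 50 nM final. Fluorescence read kinetically at 0 and 10 min; buffer-only wells as negative control.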
Tb PGK inh: qHTS Assay to Find Inhibitors of Phosphoglycerate Kinase; Phosphoglycerate kinase, glycosomal (Trypanosoma brucei brucei), P07378; PGK/GAPDH coupled, Kinase-Glo luminescence, 60 min; Potency, µM (highest dose often 57.5 µM), without a hit: top-dose activity change, negative = inhibition, actives largely listed as inhibitors; 0.043% of 380,000 active; AID 602233, 2012; note: % is set by controls: 0 for no effect and ±100 for the full control effect; nearly all actives have a fitted effect of over 60% in size
Target sequence (P07378 whole entry, looked up): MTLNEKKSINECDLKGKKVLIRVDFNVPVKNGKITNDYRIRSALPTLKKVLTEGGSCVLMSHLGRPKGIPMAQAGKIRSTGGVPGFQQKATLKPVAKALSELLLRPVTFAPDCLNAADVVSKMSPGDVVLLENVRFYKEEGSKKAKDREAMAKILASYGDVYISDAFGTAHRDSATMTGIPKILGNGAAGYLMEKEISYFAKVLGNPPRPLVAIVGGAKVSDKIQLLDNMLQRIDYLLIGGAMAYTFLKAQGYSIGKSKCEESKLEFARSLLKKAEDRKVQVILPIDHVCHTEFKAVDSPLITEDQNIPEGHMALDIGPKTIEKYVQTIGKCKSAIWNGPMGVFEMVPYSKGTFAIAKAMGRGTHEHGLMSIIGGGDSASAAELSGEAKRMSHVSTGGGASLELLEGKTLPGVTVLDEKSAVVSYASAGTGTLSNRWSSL
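Recombinant glycosomal PGK reaction used 1,3-bisphosphoglycerate generated in-well by GAPDH (100nM final) in 100mM TEA pH 7.6, 5mM MgCl2, 0.01% Tween-20. After 60 minutes at room temperature, ATP was read by Kinase-Glo Plus luminescence end-point.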
* = called active by the depositor; i = inactive; ? = inconclusive; . = not tested or not shown; [ ] = another dose, or the depositor's remark. Unless noted, calls come from the whole dose curve; as a rule, active = well fitted curve in the direction sought with a large enough effect; inconclusive = small, poorly fitted or top-dose-only effect, or another doubt; inactive = no such curve, though single readings can be large; an effect the other way counts as inactive or inconclusive. Potency is the fitted concentration of half-maximal effect. Only part of the results is shown; count on the stated rates, not on these rows.

HP1b binding inh,JMJD2A Tudor inh,BLM inh,GLS inhibitor,Pin1 inhibitor,BAZ2B block,G9a block,POLI inh,Tb PGK inh,Molecule
21.7%,-6.4%,0.7%,11.0%,-2.2%,-5.3%,18.5%[59 µM],2.5%,-1.4%,CC(C)(C)NC(=O)/C=N/O
-5.3%,-22.0%,-4.4%,12.9%,12.8%,9.0%,?,7.3%,3.5%,CN1CCN(S(=O)(=O)c2cccc(C(=O)Nc3sc4c(c3C(N)=O)CCCC4)c2)CC1
30.7%,-3.3%,-10.3%,0.2%,0.7%,7.5%,9.1%,3.2%,5.3%,COc1ccc(Cl)cc1NC(=O)CSc1nnc(CNC(=O)c2ccco2)o1
36.7%[activator],-13.1%,-1.4%,3.0%,-1.4%,-26.7%,10.9%,28.2%,i,COc1ccccc1CNC(=O)c1ccccc1C(=O)NC(C)(C)C(=O)NCc1ccccc1OC
24.8%,-16.1%,-15.4%,0.4%,-0.3%,-1.7%,9.2%,26.2%,i,Cc1ccc2c(c1)Oc1ccc([N+](=O)[O-])cc1C(=O)N2
49.9%[activator],-5.8%,-6.9%,-11.5%,-8.8%,-2.2%,10.7%[59 µM],12.6%,-4.7%,COc1cc(NC(=O)CSc2nnc(Cn3nnc4ccccc43)n2C)cc(OC)c1
10.1%,-23.8%,-3.6%,11.3%,-1.8%,3.5%,-11.4%,-10.0%,i,COc1ccc2nc(NC(=O)c3ccc(-n4nc(C)cc4C)cc3)sc2c1
?,-8.8%,0.0%,-7.4%,3.2%,3.2%,31.6µM*,22.7%,0.1%,O=C(NNC(=O)c1cc2ccccc2oc1=O)c1ccccc1
13.6%,4.5%,-11.3%,34.5%[activator],0.0%,-6.4%,.,12.8%,0.7%,COc1ccc(NC(=O)NN2CCN(C)CC2)cc1OC
22.5%,-10.0%,.,-2.4%,5.5%,8.2%,-0.6%[12.7 µM],-21.6%,-5.7%,CC(=O)c1ccc(N(CC(=O)NC2CCS(=O)(=O)C2)S(=O)(=O)c2ccc(Cl)cc2)cc1 (centres undefined)
-10.2%,-11.3%,-8.5%,-1.9%,-1.5%,-28.3%,-0.3%[59 µM],?,-2.1%,CC(C)(C)n1nnnc1CN1CCN(C(c2ccccc2)c2ccccc2)CC1
21.3%,-8.5%,-3.5%,6.9%,-3.1%,0.1%,4.8%[59 µM],-4.2%,.,Cc1ccc(CNC(=O)CCCCCn2c(=O)c3sccc3n(CC(=O)Nc3c(C)cc(C)cc3C)c2=O)cc1
14.0%,-13.5%,-3.1%,-4.4%,-3.0%,-11.3%,12.0%,-27.2%,-3.2%,COc1ccc(C(=O)N/N=C(\C)CC(=O)Nc2ccc(Cl)cn2)cc1
22.1%,1.7%,.,-11.6%,-3.8%,4.9%,22.1%[12.7 µM],41.6%[activator],-9.7%,Cc1ccc(S(=O)(=O)NCCC(=O)NCC(c2cccs2)N(C)C)cc1C (centres undefined)
32.5%,-25.1%,0.0%,0.0%,-1.3%,?,10.6%[12.7 µM],21.0%,2.0%,CCOC(=O)Nc1ccc2c(c1)N(C(=O)CCN1CCN(CCO)CC1)c1ccccc1CC2
7.5%,-9.8%,-3.5%,-0.2%,-3.0%,-1.0%,7.7%,127.1%[activator],-7.1%,COc1ccccc1N1C(N)=NC(N)=NC12CCCCC2
45.2%[activator],-6.3%,0.2%,?,11.9%,-4.0%,-2.4%,12.5%,2.9%,Cc1nc2ccccc2c(=O)n1/N=C/c1cccs1
7.6%,-31.9%,-7.7%,12.5%,-1.0%,?,?,30.3%[activator],-5.9%,Cc1sc2ncn(CC(=O)NCc3ccco3)c(=O)c2c1-c1ccc(F)cc1
5.6%,-35.5%,0.3%,-2.2%,-7.4%,10.0%,?,-16.4%,i,CCCCN(CCCC)CCCNC(=O)C12CN(Cc3ccccc3)CC1C(c1cccc([N+](=O)[O-])c1)=NO2 (centres undefined)
10.2%,-9.4%,-5.9%,2.9%,-0.4%,1.2%,-0.9%[12.7 µM],5.9%,2.9%,CCOC(=O)C1C(=O)NC(N2CCOCC2)=NC1c1ccco1 (centres undefined)
81.4%[activator],78.1%[activator],-8.7%,3.0%,-12.0%,152.0%[activator],187.4%[activator],161.1%[activator],-10.2%,N/C(=N\OC(=O)Cc1ccccc1)c1cccc(Br)c1
-10.1%,?,-1.6%,1.2%,12.2%,-4.9%,-3.0%,-7.8%,-7.9%,COC(=O)c1ccc(CSc2nncn2N)cc1
15.2%,-22.9%,-5.5%,3.5%,20.0%,-37.4%,23.4%,32.7%[activator],-4.3%,Nc1c(Cl)cc(-c2csc(N3CCCC3c3nc4cc(Cl)c(Cl)cc4n3CCOCCO)n2)cc1Cl (centres undefined)
30.8%,15.2%,-1.4%,13.8%,4.3%,?,-0.9%,8.7%,-6.1%,Cc1cc(=O)[nH]c(N/N=C/c2c(F)c(F)c(F)c(F)c2F)n1
10.6%,-22.2%,-11.0%,-13.0%,-6.6%,?,-22.0%,95.2%[activator],-11.5%,O=C(O)c1ccc(S(=O)(=O)c2ccc3c(c2)C(=O)N(c2ccc(Br)cc2)C3=O)cc1
-22.1%,?,-10.3%,1.9%,51.5%[activator],44.7µM*,?,2.4%,-14.4%,CO[C@H]1C=CO[C@@]2(C)Oc3c(C)c(O)c4c(O)c(c(C=NN5CCN(C)CC5)c(O)c4c3C2=O)NC(=O)C(C)=CC=C[C@H](C)[C@H](O)[C@@H](C)[C@@H](O)[C@@H](C)[C@H](OC(C)=O)[C@@H]1C
35.5%[activator],-0.7%,-0.5%,-1.5%,2.2%,5.0%,3.9%[59 µM],-3.4%,5.9%,O=C1CN2C(=N1)N(Cc1ccccc1)c1ccccc12
19.0%,-25.9%,-6.6%,-12.8%,5.3%,-33.9%,?,?,i,Cc1ccc(C(=O)/C=C/c2ccc3ncccc3c2)cc1
27.0%,-12.7%,-1.1%,5.9%,8.4%,-1.4%,0.1%[59 µM],-1.4%,-12.3%,CCOc1ccccc1C(=O)NCc1ccc2c(c1)CCN2C(=O)c1ccccc1
-4.2%,-6.5%,-10.2%,55.0%[activator],?,-3.7%,44.7µM*,-10.8%,-8.7%,Cc1oc(/N=C/c2ccc(O)cc2O)c(C#N)c1C
61.8%[activator],?,-25.5%,9.3%,168.6%[activator],79.4µM*,4.9%[59 µM],-27.7%,6.5%,Cc1cccc(C(=O)Nc2ccc(C(=O)OCc3cc(=O)n4c(C)csc4n3)cc2)c1
-15.9%,?,-9.2%,7.9%,2.2%,?,4.7%[12.7 µM],9.5%,-4.0%,CCOc1ccc2[nH]c3c(N4CCN(c5ccccn5)CC4)ncnc3c2c1
19.5%,-13.7%,.,3.7%,4.2%,-1.7%,-6.9%[2.33 µM],17.8%,3.7%,C#CNC(=O)C1(CC=C)CCNCC1
35.2%,-19.5%,114.7%[activator],0.9%,11.7%,0.0%,-36.8%,-9.4%,-0.4%,CCN(CC)CCCNC(=O)c1cc2c(Cl)nc3ccccc3c2s1
79.4µM*,56.2µM*,-2.1%,?,1.3%,-20.3%,1.41µM*,111.5%[activator],-3.6%,O=S(=O)(/N=C/c1c(O)ccc2ccccc12)c1ccccc1
9.0%,-8.3%,.,-1.9%,6.4%,-32.1%,10µM*,22.3%,-0.4%,Cc1cccc(Oc2ccccc2NC(=O)CSCC(=O)Nc2cc(C)on2)c1

In another format: entries from further up
Every second line gives: HP1b binding inh, JMJD2A Tudor inh, BLM inh, GLS inhibitor, Pin1 inhibitor, BAZ2B block, G9a block, POLI inh, Tb PGK inh
Cc1oc(/N=C/c2ccc(O)cc2O)c(C#N)c1C
 : -4.2%, -6.5%, -10.2%, 55.0%[activator], ?, -3.7%, 44.7µM*, -10.8%, -8.7%
C#CNC(=O)C1(CC=C)CCNCC1
 : 19.5%, -13.7%, ., 3.7%, 4.2%, -1.7%, -6.9%[2.33 µM], 17.8%, 3.7%

Next structures
HP1b binding inh,JMJD2A Tudor inh,BLM inh,GLS inhibitor,Pin1 inhibitor,BAZ2B block,G9a block,POLI inh,Tb PGK inh,Molecule
10.7%,-34.9%,-9.1%,1.7%,1.1%,?,-44.3%[59 µM],16.4%,7.2%,Cc1ccc2onc(CC(=O)N3CCN(c4cccc(Cl)c4)CC3)c2c1
0.4%,-34.0%,0.0%,6.5%,8.3%,-33.9%,7.8%,-3.5%,i,O=C(CCCC(=O)N1CCN(c2ccc([N+](=O)[O-])cc2)CC1)c1ccccc1
?,-34.7%,-1.5%,7.5%,-8.0%,?,?,10.7%,i,O=C(NC(=S)N1CCc2ccccc21)c1ccco1
25.4%,0.0%,-16.9%,2.8%,24.3%,33.2%[activator],49.2%[59 µM],168.6%[activator],-6.6%,Clc1ccc(-c2nnc(COc3ncnc4sccc34)o2)cc1
8.8%,-2.4%,-5.5%,-11.4%,-10.5%,-32.9%,-8.0%[59 µM],-7.5%,12.2%,CCCCn1c(=N)n(CCOc2ccccc2OC)c2ccccc21
26.9%,2.3%,2.7%,3.1%,1.2%,-0.9%,-12.6%[59 µM],1.9%,-11.4%,COC(=O)c1ccccc1NC(=O)Cn1cnc([N+](=O)[O-])c1
